Source: PubChem BioAssay (several laboratories)
DUSP3 inh – DUSP3 (human) phosphatase inhibition; P51452; recombinant VHR phosphatase, pNPP absorbance; inhibition, % at 13.3 µM; 0.52% of 290,000 active; AID 1654; in the data active = inhibition above about 50%; also: some compounds called inactive have numbers as strong as hits
Target sequence (P51452 whole entry, looked up): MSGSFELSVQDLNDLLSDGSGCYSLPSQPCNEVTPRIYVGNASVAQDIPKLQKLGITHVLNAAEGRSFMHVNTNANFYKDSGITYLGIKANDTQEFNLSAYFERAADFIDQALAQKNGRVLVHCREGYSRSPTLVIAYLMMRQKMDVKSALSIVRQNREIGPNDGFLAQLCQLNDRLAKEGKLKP
BoNT F protease – BoNT F light chain protease inhibition. AID 588497. inhibition, % at 10 µM. 0.22% of 360,000 active. Multiplex microsphere protease cleavage assay, flow cytometry; in the data active = inhibition above about 35%, passing the limit was not always enough; inconclusive = no clear call, values can overlap the other calls; also: plate controls were buffer without enzyme for full effect and enzyme alone for no effect
PrPC surface inh – reduces human prion protein on the cell surface | P04156 | cell surface PrPC, TR-FRET read-out | inhibition, % at 13.8 µM | 0.43% of 370,000 active; in the data active = inhibition above about 24%; also: 0% = median of the test wells and 100% = reference compound wells
SARS 3CLpro inh – SARS-CoV 3CLpro protease inhibition. P0C6X7. recombinant SARS-CoV 3CLpro, quenched FRET peptide cleavage. inhibition, % at 6 µM. 0.14% of 290,000 active. AID 1706; in the data active = inhibition above about 12%
SSB-PriA inh – inhibitors of Klebsiella pneumoniae PriA binding to SSB C-terminal tail | AlphaScreen SSBct-PriA binding, biotinylated peptide | inhibition, % at 33 µM | 0.6% of 430,000 active; in the data active = inhibition mostly above about 37%, no sharp cut-off; inactive = mostly below about 20%;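 also: plate controls were negative control peptide for no effect and reference peptide for full effect; strong numbers were not always called active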
Anthrax LF inh2 – blocks Bacillus anthracis lethal factor protease; P15917; multiplex microsphere protease cleavage assay, LF; inhibition, % at 10 µM; 0.12% of 360,000 active; AID 588501; also: plate controls were buffer without enzyme for full effect and enzyme alone for no effect
Target sequence (P15917 whole entry, looked up): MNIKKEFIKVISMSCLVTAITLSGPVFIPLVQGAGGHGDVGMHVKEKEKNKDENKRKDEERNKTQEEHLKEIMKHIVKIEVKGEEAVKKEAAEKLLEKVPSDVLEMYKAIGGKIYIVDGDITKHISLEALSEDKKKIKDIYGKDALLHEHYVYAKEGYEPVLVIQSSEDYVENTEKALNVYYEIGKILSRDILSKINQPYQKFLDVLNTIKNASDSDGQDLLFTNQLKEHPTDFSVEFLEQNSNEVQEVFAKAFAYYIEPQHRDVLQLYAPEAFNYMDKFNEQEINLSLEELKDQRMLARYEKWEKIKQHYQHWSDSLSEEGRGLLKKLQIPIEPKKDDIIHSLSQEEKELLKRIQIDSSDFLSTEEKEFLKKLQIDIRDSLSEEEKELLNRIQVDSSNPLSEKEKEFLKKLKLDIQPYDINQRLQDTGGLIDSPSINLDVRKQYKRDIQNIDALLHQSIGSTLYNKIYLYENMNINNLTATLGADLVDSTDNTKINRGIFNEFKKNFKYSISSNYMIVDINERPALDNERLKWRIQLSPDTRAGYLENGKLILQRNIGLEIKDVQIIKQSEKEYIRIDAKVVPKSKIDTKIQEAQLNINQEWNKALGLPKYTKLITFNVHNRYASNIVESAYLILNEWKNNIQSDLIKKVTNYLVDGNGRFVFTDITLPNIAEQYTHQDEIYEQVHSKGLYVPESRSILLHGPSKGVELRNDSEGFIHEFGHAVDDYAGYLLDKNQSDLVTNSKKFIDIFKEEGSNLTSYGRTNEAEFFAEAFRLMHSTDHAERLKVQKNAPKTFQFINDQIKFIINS
CCHFV vOTU inh – blocks the CCHF virus ovarian tumor domain protease | CCHFV vOTU protease, Pep-AMC fluorescence | inhibition, % at 11.5 µM | 0.55% of 370,000 active | AID 651958; in the data active = inhibition above about 30%; also: 0% = vehicle wells with enzyme and 100% = no enzyme wells
MazF activator – activators of E. coli MazEF toxin-antitoxin RNase. P0AE70. FAM/BHQ RNA-DNA oligo cleavage fluorescence, 5 h. activation, % at 20 µM. 0.32% of 350,000 active; in the data active = activation above about 50%
BoNT-A LC inh2 – blocks Botulinum neurotoxin A light chain protease. inhibition, % at 10 µM. multiplex microsphere protease substrate cleavage, flow cytometry. 0.17% of 360,000 active; also: plate controls were buffer without enzyme for full effect and enzyme alone for no effect
Rv3671c inh – inhibits the M. tuberculosis serine protease Rv3671c. P9WHR9. inhibition, % at 5.96 µM. 0.048% of 320,000 active. AID 2606; in the data active = inhibition above about 38%;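 also: extracellular domain of Rv3671c used as enzyme; 0% = enzyme with DMSO and 100% = no enzyme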
The depositor's hits bear a star; ? = inconclusive; · = no result given. Rule as the data show it, unless noted: active = inhibition above about 30%; inconclusive = no clear call, values can overlap the other calls; inactive = below that. Only part of the results is shown. The share of hits here may be higher or lower than overall.

The first two records as a preview:
SMILES	DUSP3 inh	BoNT F protease	PrPC surface inh	SARS 3CLpro inh	SSB-PriA inh	Anthrax LF inh2	CCHFV vOTU inh	MazF activator	BoNT-A LC inh2	Rv3671c inh
CCCCc1cc(=O)oc2cc(C)cc(OCC(=O)Nc3ccccn3)c12	15	-12	-9	2	3	-2	9	-2	-0.1	0
CCn1cc(CNC(=O)c2ccc(C)s2)cn1	57*	6	3	3	0	0	-5	-5	-1.1	3

Results, previewed entries included:
SMILES	DUSP3 inh	BoNT F protease	PrPC surface inh	SARS 3CLpro inh	SSB-PriA inh	Anthrax LF inh2	CCHFV vOTU inh	MazF activator	BoNT-A LC inh2	Rv3671c inh
CCCCc1cc(=O)oc2cc(C)cc(OCC(=O)Nc3ccccn3)c12	15	-12	-9	2	3	-2	9	-2	-0.1	0
CCn1cc(CNC(=O)c2ccc(C)s2)cn1	57*	6	3	3	0	0	-5	-5	-1.1	3
C[C@H](CO)N1C[C@H](C)[C@@H](CN(C)Cc2ccc(Oc3ccccc3)cc2)Oc2cc(Br)ccc2S1(=O)=O	·	4	4	·	·	1	28	2	0.2	·
CC1CCCC(C)N1C(=O)CSc1nc2ncnc(N)c2[nH]1 (configuration not stated)	-10	4	11	-3	11	-1	-5	3	0.5	3
Cc1cccc(C)c1NC(=O)CSc1n[nH]c(=O)n1C1CC1	·	3	-2	·	-5	-2	-15	8	0.9	3
Cc1cc(C)cc(CC(Cc2nc3ccccc3[nH]2)c2nc3ccccc3[nH]2)c1 (configuration not stated)	-2	-2	28*	-2	17	-12	0	-23	-0.4	-24
O=C(CCCCl)Nc1nc(-c2ccc3c(c2)OCCO3)cs1	21	-9	-1	-1	-10	0	-3	3	3.9	0
O=C(C(=O)N1CCCC1CO)N1CCCC1CO (configuration not stated)	10	-2	-3	-1	-16	0	2	3	-0.1	2
CCOCCCN(C(=O)Cn1nnc(-c2ccc(C)o2)n1)C(C(=O)NCC1CCCO1)c1ccc(F)cc1 (configuration not stated)	-5	-6	4	-5	3	-1	6	2	0.8	-8
CCN1CCN(Cc2cc(=O)oc3ccc(C)cc23)CC1	20	-11	8	-1	-2	6	5	16	-0.7	1
CC(C)(C)NC(=O)CN(C(=O)c1snc(C(=O)NC2CCCCC2)c1N)c1ccc(F)cc1	8	-9	6	3	-1	-7	4	-30	-0.4	2
Nc1nc(N)c2sc3nc(C(F)(F)F)cc(C(F)(F)F)c3c2n1	-5	-11	-4	5	3	0	2	9	2.3	-3
Nc1nc(-c2ccco2)nn1C(=O)c1ccc(Cl)cc1	23	-2	6	-1	-4	-2	10	-35	-0.1	1
CCOC(=O)C1(CC2CCCCO2)CCN(S(=O)(=O)c2cc(C)cs2)CC1 (configuration not stated)	-1	0	-4	2	1	-4	1	-1	0.0	3
COc1ccc(CCNCc2ccccn2)cc1OC	8	-3	0	-5	0	-4	-4	0	-1.8	2
COc1cc(NC(=O)CCS(=O)(=O)c2ccc3c(c2)n(C)c(=O)c(=O)n3C)cc(OC)c1	17	-8	4	-2	-16	-13	-4	-4	-0.2	-1
CC(c1c(O)c2ccccc2[nH]c1=O)C1(C)CCC(O)C(C)(C)O1 (configuration not stated)	16	-4	6	3	2	4	-7	7	-0.7	-3
O=C(c1ccnc(Cl)c1)N1CCCC(Nc2ccc(F)cc2)C1 (configuration not stated)	10	-3	-4	-4	-14	-2	-5	8	-0.7	3
FC(F)(F)c1ccccc1NC(=S)N1CCN(c2ncccn2)CC1	21	-7	0	-5	-11	-3	19	-10	-0.4	6
Cc1ccc[n+](CC(=O)Nc2ccc([N+](=O)[O-])cc2Cl)c1	-4	-5	-18	1	-10	2	-5	0	-0.3	-9
Cc1c(CCC(=O)O)c(=O)oc2cc3occ(-c4ccccc4)c3cc12	-5	5	0	-1	-10	2	-5	-9	-0.3	-1
CCC(C)NC(=O)c1ccc(CSCc2ccc(Cl)cc2)o1 (configuration not stated)	74	-8	7	3	-15	25	-16	1	0.1	-3
Cc1cccc(S(=O)(=O)N(CC(=O)Nc2ccccc2C)Cc2ccco2)c1	20	-1	4	4	12	2	11	-4	0.1	1
O=C(Nc1ccnn1C1CCN(Cc2ccccc2OCCO)CC1)c1cccc(F)c1	6	-2	-3	-1	-6	0	13	5	-1.6	-6
CCOc1ccc(Br)cc1S(=O)(=O)Nc1ccc(NC(=O)c2ccccc2C)cc1	-3	-1	-1	4	-6	0	-18	0	0.2	-14

Profiles, quoted from the list. Values in the order: DUSP3 inh, BoNT F protease, PrPC surface inh, SARS 3CLpro inh, SSB-PriA inh, Anthrax LF inh2, CCHFV vOTU inh, MazF activator, BoNT-A LC inh2, Rv3671c inh
`COc1ccc(CCNCc2ccccn2)cc1OC` across the screens: 8, -3, 0, -5, 0, -4, -4, 0, -1.8, 2
`CCC(C)NC(=O)c1ccc(CSCc2ccc(Cl)cc2)o1` (configuration not stated) across the screens: 74, -8, 7, 3, -15, 25, -16, 1, 0.1, -3
`CCN1CCN(Cc2cc(=O)oc3ccc(C)cc23)CC1` across the screens: 20, -11, 8, -1, -2, 6, 5, 16, -0.7, 1
`Cc1cccc(S(=O)(=O)N(CC(=O)Nc2ccccc2C)Cc2ccco2)c1` across the screens: 20, -1, 4, 4, 12, 2, 11, -4, 0.1, 1
`CCn1cc(CNC(=O)c2ccc(C)s2)cn1` across the screens: 57*, 6, 3, 3, 0, 0, -5, -5, -1.1, 3

(more compounds)
SMILES	DUSP3 inh	BoNT F protease	PrPC surface inh	SARS 3CLpro inh	SSB-PriA inh	Anthrax LF inh2	CCHFV vOTU inh	MazF activator	BoNT-A LC inh2	Rv3671c inh
CC(C)(C)c1ccc(SCCc2ccncc2)cc1	-3	?	14	0	-17	-1	0	-6	?	-2
CCOC(=O)Cc1csc(SCC(=O)Nc2nccs2)n1	·	7	-4	·	-4	-1	-5	8	0.6	4
Cc1nc(SCC(=O)NCCc2ccccc2)c2oc3ccccc3c2n1	-12	-2	-2	-2	-6	5	-7	-2	0.7	-2
COc1ccc(Nc2nc(C)nc3c2nnn3Cc2ccccc2)cc1OC	-23	·	10	-1	-2	·	-21	6	·	9
COc1ccc(CC(=O)N2CCN(C)CC2)cc1	14	-2	-1	-9	-12	-2	-16	2	0.4	-14
CC(=O)Nc1ccc(NC(=S)NC(=O)/C=C/c2ccc(Cl)cc2)cc1	22	-6	1	-2	-10	-1	1	-5	-1.3	-5
CCOc1ccc(C(=O)NCC(=O)NNC(=O)CN(C)S(=O)(=O)c2ccc(Cl)cc2)cc1	·	-3	-4	·	4	-2	-3	3	0.4	6
Cc1ccc(O)c(NC2=C(Cl)C(=O)N(Cc3ccccc3)C2=O)c1	38	6	-2	11	2	-10	14	-33	-0.6	·
CC1Cc2[nH]c(=S)[nH]c(=O)c2C(C(C)C)O1 (configuration not stated)	·	5	-2	·	·	11	0	·	0.1	·
CC1O[C@H](OC2C(COC3OC(CO)C(O)[C@H](O)C3O)OC(OC3CC[C@]4(C)C(CC[C@@]5(C)[C@@H]4C=C[C@]46OC[C@@]7(CCC(C)(C)C[C@H]74)C(O)C[C@@]56C)C3(C)C)C(O)C2O)C(O)C(O)C1O (some centres not stated)	·	3	0	·	-10	-11	-11	26	0.2	-1
Cc1ccc(-n2nc(C)c(Sc3ccccc3[N+](=O)[O-])c2N)cc1	-3	0	-27	1	39*	1	-3	7	0.8	0
COc1ccccc1CCNC(=O)C(=O)NCC1OCCN1C(=O)c1ccc(Cl)cc1 (configuration not stated)	14	-1	1	6	-25	0	4	1	-4.7	-8
CCOC(=O)c1ccc(N2CCN(c3ccc(F)cc3)CC2)c(NC(=O)Nc2cccc(OC)c2)c1	1	-4	-5	-7	-8	-2	-20	9	-1.8	-50
O=C(CN(C(=O)c1csnn1)c1cccc(F)c1)NCc1ccc(F)cc1	26	-2	6	0	-7	-3	5	5	-0.1	2
COc1ccc(N(CCN2C(=O)c3ccccc3C2=O)C(=O)c2cccc([N+](=O)[O-])c2)cc1	-18	3	7	0	6	-1	1	-15	-0.3	-12
CC(C)Cc1nc(Cl)c(C#N)c2c1CCC2	17	?	2	0	-2	?	-9	0	?	-2
CCCn1c(=O)c2ccccc2n2c(SCCOc3ccc(Cl)cc3)nnc12	6	-6	1	-4	-13	0	6	30	-0.5	-3
Cc1cc(NC(=O)CCNS(=O)(=O)c2cc(Br)cnc2N)ccc1Br	-10	-17	5	9	0	-2	2	1	?	-11
O=C(N/N=C/c1cccnc1)c1ccc(NC(=O)c2ccc(Cl)cc2)cc1	10	7	-2	-3	·	0	0	-30	1.0	-8
NC(=O)CC1NC(=O)c2cc([N+](=O)[O-])cc(I)c2OCCC(C(N)=O)NC(=O)[C@@H]2CCCN2C1=O (some centres not stated)	16	·	-31	0	4	·	7	9	·	4
CCc1ccc(-c2nc(-c3ccncc3)no2)cc1	57*	-8	11	0	0	3	5	-3	-0.1	7
Cc1ccc(OCc2nc(-c3ccc(-n4cccc4)cc3)no2)cc1C	17	-5	4	4	2	-2	-1	-10	-0.2	-10
O=[N+]([O-])c1ccc(NCCNS(=O)(=O)c2ccccc2)c(C(F)(F)F)c1	10	10	-4	-1	2	2	12	0	0.8	-6
O=C(CC1CC2CCC1C2)NC1CCCCCCC1 (configuration not stated)	30	-15	7	0	-8	12	16	8	-0.4	-3
O=C(O)c1cnc(-c2ccccc2)nc1Sc1ccc(Cl)cc1	27	-5	0	0	-2	-8	-4	-4	-1.3	-5
Continuation:
SMILES	DUSP3 inh	BoNT F protease	PrPC surface inh	SARS 3CLpro inh	SSB-PriA inh	Anthrax LF inh2	CCHFV vOTU inh	MazF activator	BoNT-A LC inh2	Rv3671c inh
Cc1ccc(NC(=O)CSc2nc(N)cc(=O)[nH]2)cc1S(=O)(=O)N1CCCCC1	·	-3	7	·	16	9	-1	-19	-0.2	-4
CCNC(=S)N/N=C/c1cn(Cc2ccccc2F)c2ccccc12	-11	-9	18	5	·	-4	6	9	-1.0	-6
COc1ccc(S(=O)(=O)NCCCN2CCCC2=O)cc1OC	-9	-1	8	0	-6	-1	-3	-2	0.9	1
COc1ccc(-c2cc(C(=O)NCc3cccnc3)no2)cc1	7	-5	-3	-10	-15	1	-16	-2	-0.4	-1
COc1ccc(NC(=O)C2CCN(C(=O)c3ccccc3)CC2)c(OC)c1	-2	-12	4	-3	-5	-5	-12	5	0.3	-4
CN(C(=O)c1ccc(NC(=O)Cc2ccc(NC(=O)C3CCN(S(=O)(=O)c4cccc([N+](=O)[O-])c4)CC3)cc2)cc1)C1CCCC1	·	-7	-11	·	-7	4	6	-16	-0.5	·
CO/N=C(\C)c1ncc(C(F)(F)F)cc1N1CCOCC1	15	-3	6	-2	·	0	18	-2	-0.3	-4
O=C(O)c1ccccc1NS(=O)(=O)c1ccc(N/N=C/c2cccc(O)c2O)c([N+](=O)[O-])c1	·	-6	-16	·	·	-4	26	-13	1.2	·
